SRC2 TRFRET art – counter-screen for PPARgamma SRC-2 recruitment agonists: TR-FRET artefact. hit rate 0.4% among 200,000. AID 1049. stronger effect = higher value. TR-FRET ratio at 8 µM; in the data active = TR-FRET ratio above about 2000; also: inactives centre near 1500
TNAP act hiacc – increases human TNAP activity under high phosphate acceptor concentration; P05186; purified TNAP, CDP-star luminescence, 1 M DEA, 30 min; stronger effect = higher value; 0 = EDTA background, 1 = DMSO-only activity; activation factor at 20 µM; 200,000 tested, under 10 active; AID 1136;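 active = activation factor at least 2 at 20 µM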
Target sequence (P05186 whole entry, looked up): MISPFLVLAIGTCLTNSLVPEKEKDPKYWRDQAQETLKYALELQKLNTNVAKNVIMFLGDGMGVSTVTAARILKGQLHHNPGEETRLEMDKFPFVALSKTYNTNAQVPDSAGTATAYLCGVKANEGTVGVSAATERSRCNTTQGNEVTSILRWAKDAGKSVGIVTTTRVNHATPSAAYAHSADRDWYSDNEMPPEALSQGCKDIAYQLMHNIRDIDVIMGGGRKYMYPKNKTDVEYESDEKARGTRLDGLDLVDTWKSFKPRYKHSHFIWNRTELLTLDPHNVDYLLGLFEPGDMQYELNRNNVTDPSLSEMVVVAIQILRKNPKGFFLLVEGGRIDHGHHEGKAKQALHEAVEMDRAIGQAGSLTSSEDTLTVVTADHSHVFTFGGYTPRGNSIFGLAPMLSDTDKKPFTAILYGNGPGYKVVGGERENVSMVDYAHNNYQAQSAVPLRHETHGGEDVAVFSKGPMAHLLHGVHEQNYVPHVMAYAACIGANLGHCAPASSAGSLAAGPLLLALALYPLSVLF
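Dosing: 20 µM single point. System: human TNAP. Amount: TNAP 1/800 final. Incubation: 30 min, room temperature. Read-out: TNAP activation factor scaled between EDTA and DMSO control wells. Signal: luminescence from CDP-star hydrolysis. Medium: 1 M DEA, pH 9.8, Mg2+, Zn2+. Control set: EDTA negative control, DMSO positive control.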
bIAP act – increases bovine intestinal alkaline phosphatase activity; purified bovine IAP, CDP-star luminescence, 30 min; stronger effect = higher value; fold of DMSO-control signal, blank-subtracted; activation factor at 20 µM; hit rate 0.17% among 200,000; AID 1016;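 active = activation factor of 2 or more at 20 µM, a signal rise over negative controls twice the positive control's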
PPARg SRC-1 ag – PPARgamma-driven SRC-1 recruitment agonism | P37231 | PPARgamma-SRC-1 coactivator recruitment biochemical assay | activation, % at 8 µM | hit rate 0.41% among 200,000 | AID 631; in the data active = activation above about 19%;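 also: 0% = DMSO and 100% = reference agonist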
Target sequence (P37231 whole entry, looked up): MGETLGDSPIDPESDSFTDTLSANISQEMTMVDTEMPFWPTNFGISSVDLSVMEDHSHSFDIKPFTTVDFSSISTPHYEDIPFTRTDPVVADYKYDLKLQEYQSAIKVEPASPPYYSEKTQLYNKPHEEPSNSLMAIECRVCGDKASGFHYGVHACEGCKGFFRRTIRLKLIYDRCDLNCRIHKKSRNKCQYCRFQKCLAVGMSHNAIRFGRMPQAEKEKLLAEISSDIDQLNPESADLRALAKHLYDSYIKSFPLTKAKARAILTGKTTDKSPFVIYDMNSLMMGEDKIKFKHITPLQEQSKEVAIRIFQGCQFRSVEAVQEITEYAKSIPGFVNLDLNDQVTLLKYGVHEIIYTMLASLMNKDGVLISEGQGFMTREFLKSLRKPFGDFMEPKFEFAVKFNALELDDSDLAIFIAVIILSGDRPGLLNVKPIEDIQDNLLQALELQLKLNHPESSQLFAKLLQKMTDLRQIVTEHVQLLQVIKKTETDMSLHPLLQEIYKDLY
Efa HMGR inh – blocks class II HMG-CoA reductase of Enterococcus faecalis; purified E. faecalis HMGR, NADPH absorbance 340 nm kinetic; hit rate 0.41% among 190,000; AID 1066; inhibition, % at 10 µM;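 active = inhibition above a set limit, the median over all tested compounds plus 3 SD, cut at about 9.5% in these data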;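 also: enzyme runs in reverse so mevalonate oxidation gives rising NADPH absorbance; 0% = complete reaction with DMSO and 100% = background rate lacking mevalonate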
bIAP inh – blocks bovine intestinal alkaline phosphatase activity; purified bovine IAP, CDP-star luminescence, 30 min; inhibition, % at 20 µM; 190,000 tested, under 10 active; AID 1019;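 active = over 50% inhibition of intestinal alkaline phosphatase at 20 µM in the single-dose screen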
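System: Purified bovine intestinal alkaline phosphatase (IAP) enzyme | Input: IAP diluted 1/65,000,000 in the well | Also added: CDP-star chemiluminescent phosphatase substrate, 30 µM final | Dosing: 20 µM single dose | Times: Enzyme reaction for 30 min at room temperature | Detection: Luminescence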
TNAP inh hiacc – TNAP (human) inhibition, high acceptor; P05186; purified TNAP, CDP-star luminescence, 1 M DEA; inhibition, % at 20 µM; hit rate 0.03% among 200,000;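 active = over 50% inhibition of tissue-nonspecific alkaline phosphatase at 20 µM in the single-dose screen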;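 also: plate controls were DMSO wells for no effect and EDTA-quenched wells as full inhibition for full effect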
PPARg SRC3 recr – PPARgamma-driven SRC-3 recruitment agonism; hit rate 0.26% among 200,000; P37231; activation, % at 8 µM; biochemical PPARgamma/SRC-3 coactivator recruitment assay; in the data active = activation above about 23%;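 also: 0% = DMSO and 100% = reference agonist; some compounds past the cut are filed as inactive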
TNAP inh no acc – TNAP (human) inhibition, acceptor-free conditions | purified TNAP, CDP-star luminescence, 30 min | inhibition, % at 20 µM | hit rate 0.26% among 200,000 | AID 1012;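 active = tissue-nonspecific alkaline phosphatase inhibition above about 50% at 20 µM in the single-dose screen, limit read from the data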;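 also: 0% = DMSO negative control and 100% = EDTA positive control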
PPARg SRC-2 ag – PPARgamma-driven SRC-2 recruitment agonism; P37231; PPARgamma LBD-SRC-2 recruitment, biochemical; activation, % at 8 µM; hit rate 0.34% among 200,000; AID 1032; in the data active = activation above about 22%;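 also: 0% = vehicle and 100% = reference agonist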
Numbers without * were called inactive; . = no result given. Rows are unselected, and some 1.6% of all compounds hit somewhere here.

SMILES	SRC2 TRFRET art	TNAP act hiacc	bIAP act	PPARg SRC-1 ag	Efa HMGR inh	bIAP inh	TNAP inh hiacc	PPARg SRC3 recr	TNAP inh no acc	PPARg SRC-2 ag
COc1ccc(Cl)cc1NC(=O)Cc1c(F)cccc1Cl	1513	1	0.9	8	2	8	-3	0	-3	12
CCN(CC)c1ncnc2scc(C3COc4ccccc4O3)c12 (centres undefined)	1447	1.1	0.8	-3	0	16	-8	4	-9	10
O=C(c1ccccc1Oc1ccccc1)N1CCN(c2ccccc2)CC1	1504	1	1	0	-2	-2	-3	-11	-6	2
O=C(Nc1ccc(Cc2ccncc2)cc1)C1CCC(N2C(=O)C3C4C=CC(C4)C3C2=O)CC1 (centres undefined)	1261	1	1.3	0	-4	-28	-3	-1	-12	-4
CC1(c2ccc(OCC#N)cc2)C=C(c2ccc(OCC#N)cc2)n2nc(C(F)(F)F)nc2N1 (centres undefined)	1431	1.1	0.9	0	2	13	-6	-1	-9	2
CCN1CCCC(NC(=O)c2scc3c2CCCC3)C1 (centres undefined)	1578	1	1	5	4	-1	-2	3	-6	-8
CCCn1nnc(NC(=O)/C=C/c2ccccc2)n1	1646	1	1	-9	-7	-4	-3	-1	-6	0
COc1cc(CC(=O)NCCc2ccc(OCc3ccccc3)cc2)c([N+](=O)[O-])cc1OC	1402	1	0.7	0	2	32	-3	0	-4	-4
CCn1c(CNC(=O)c2cccs2)nnc1SCC(=O)Nc1cc(Cl)ccc1C	1590	0.9	0.9	4	-4	6	7	15	6	10
O=C1c2cccc(OCC(=O)N3CCCc4ccccc43)c2CCN1Cc1ccc(Br)cc1	1367	1	0.9	1	-6	6	-5	-6	-23	-7
Cc1cc(C)nc(N2CCCC(C(=O)Nc3ccc4c(c3)OCCO4)C2)n1 (centres undefined)	1634	1.1	0.9	3	-4	5	-12	2	-18	2
COc1ccc(OC)c(NC(=O)CNC(=O)c2cccs2)c1	1516	1	0.9	-4	-1	6	-3	0	-4	-1
CCSc1nnc(NC(=O)c2ccc3ccccc3n2)s1	1708	1	1	5	-6	1	-2	12	-1	8
O=C(CCC1N=C2c3ccccc3N=C(SCc3ccc(Cl)cc3)N2C1=O)NCc1ccco1 (centres undefined)	1623	1	1	7	-2	-4	-1	10	-5	5
CC1CCCCN1S(=O)(=O)c1ccc(NC(=O)c2cccs2)cc1 (centres undefined)	1504	1	1	2	-4	0	-4	4	-6	7
COC(=O)c1ccc(Cl)c(NC(=O)CN(c2ccc3c(c2)OCO3)S(C)(=O)=O)c1	1479	1	0.9	2	-6	6	1	7	-5	-8
O=[N+]([O-])c1cc(/C=N/N2CCN(Cc3ccccc3)CC2)ccc1Cl	1764	1	1	6	-4	0	-3	4	-5	0
CCC1CSC(Nc2ccc(C(=O)/C=C/c3ccc(Br)cc3)cc2)=N1 (centres undefined)	1479	1.1	1	4	-1	-4	-6	4	-8	3
Cc1cccc2nc(-c3ccccc3)nc(N3CCC(O)(c4ccc(Cl)cc4)CC3)c12	2045*	1	1.1	3	-5	-7	3	9	-14	13
O=C(CC(c1ccccc1)c1ccccc1O)N1CCCC1 (centres undefined)	1492	1.1	1	-5	-2	2	-5	1	-8	1
CCOc1ccc(S(=O)(=O)NCCC(=O)OC(C)C(=O)N2CCc3ccccc32)cc1 (centres undefined)	1592	1	1	2	-1	1	1	3	-5	0
COc1ccc(CCN(Cc2cc3cc(C)c(C)cc3nc2Cl)C(=O)C2CC2)cc1	1522	1	1	0	-1	2	1	-2	-4	3
O=C1C=C(c2ccccc2)OC(c2ccccc2)O1 (centres undefined)	1386	1	1	-7	-1	0	-4	-1	-8	-6
COc1ccc(-c2nc(-c3ccccc3)nc(Cl)c2C#N)cc1	1455	1	1	-6	-5	1	4	8	-4	0
CC(C)(C)c1ccc(Cn2cnc(-c3ccc([N+](=O)[O-])cc3)c2)cc1	1554	1	1.1	6	-1	-6	5	-1	4	5

Ordered by the number under PPARg SRC-2 ag (ascending): 3 from the list above.
structure | TNAP act hiacc | bIAP act | PPARg SRC-1 ag | Efa HMGR inh | bIAP inh | TNAP inh hiacc | PPARg SRC3 recr | TNAP inh no acc | PPARg SRC-2 ag
CCOc1ccc(S(=O)(=O)NCCC(=O)OC(C)C(=O)N2CCc3ccccc32)cc1 (centres undefined) | 1 | 1 | 2 | -1 | 1 | 1 | 3 | -5 | 0
CC1CCCCN1S(=O)(=O)c1ccc(NC(=O)c2cccs2)cc1 (centres undefined) | 1 | 1 | 2 | -4 | 0 | -4 | 4 | -6 | 7
Cc1cccc2nc(-c3ccccc3)nc(N3CCC(O)(c4ccc(Cl)cc4)CC3)c12 | 1 | 1.1 | 3 | -5 | -7 | 3 | 9 | -14 | 13

Back to the main list with the five entries that preceded the break.
SMILES	SRC2 TRFRET art	TNAP act hiacc	bIAP act	PPARg SRC-1 ag	Efa HMGR inh	bIAP inh	TNAP inh hiacc	PPARg SRC3 recr	TNAP inh no acc	PPARg SRC-2 ag
CCOc1ccc(S(=O)(=O)NCCC(=O)OC(C)C(=O)N2CCc3ccccc32)cc1 (centres undefined)	1592	1	1	2	-1	1	1	3	-5	0
COc1ccc(CCN(Cc2cc3cc(C)c(C)cc3nc2Cl)C(=O)C2CC2)cc1	1522	1	1	0	-1	2	1	-2	-4	3
O=C1C=C(c2ccccc2)OC(c2ccccc2)O1 (centres undefined)	1386	1	1	-7	-1	0	-4	-1	-8	-6
COc1ccc(-c2nc(-c3ccccc3)nc(Cl)c2C#N)cc1	1455	1	1	-6	-5	1	4	8	-4	0
CC(C)(C)c1ccc(Cn2cnc(-c3ccc([N+](=O)[O-])cc3)c2)cc1	1554	1	1.1	6	-1	-6	5	-1	4	5
CCN(CC)C(=O)c1cc(-c2ccccc2OC)on1	1544	1	1.1	-2	-6	-6	-1	-3	-4	-3
COc1cc(NC(=O)CN(C)S(=O)(=O)c2ccc(C)cc2)cc(OC)c1	1615	1	1.1	-4	-4	-8	-5	5	-6	6
Cc1ccc(NC(=S)NNc2ccc([N+](=O)[O-])cc2S(=O)(=O)Nc2ccccc2C(=O)O)cc1C	1406	0.6	1	10	0	2	37	5	7	6
CSCCC1NC2(C(=O)Nc3ccc(Cl)cc32)[C@@H]2C(=O)N(C3CCCC3)C(=O)[C@H]12 (some centres undefined)	1700	1.1	1	7	3	0	-6	-7	-8	18
CC1(C(=O)NCc2cccnc2)CCC(=O)N1Cc1cccs1 (centres undefined)	1541	1.1	0.9	0	-1	6	-5	-1	-2	0
COc1cccc(C(=O)CSc2nnc(COc3cccc4cccnc34)o2)c1	1225	1	1.1	-4	-5	-8	-4	-4	-13	3
CCC(=O)c1ccc(OCc2ccc(C#N)cc2)cc1	1589	1	0.9	0	4	9	-2	-3	-7	4
COc1cccc(N(C(=O)Cn2nnc(-c3cccs3)n2)C(C(=O)NC(C)C)c2ccc(C)o2)c1 (centres undefined)	1490	1.1	1.1	4	-1	-10	-6	-4	-9	-6
COc1ccc(CN(C(=O)c2oc3ccccc3c2C)C2CCS(=O)(=O)C2)cc1OC (centres undefined)	1519	1	1.1	1	-2	-13	-1	-1	-10	3
Cc1cnc(C(=O)N2CCCC(C(=O)c3cccc(OC(C)C)c3)C2)cn1 (centres undefined)	1448	1.1	0.9	-6	0	7	-9	-3	-12	-3
CC(=O)c1c(C(C)=O)c(C)n(Cc2ccc3c(c2)OCO3)c1C	1861	1	1	12	-2	-3	-2	3	4	2
CN(C)S(=O)(=O)c1cc(NC(=O)CSc2nn(-c3ccc(Cl)cc3)c(=S)s2)ccc1Cl	1560	1	0.9	0	-1	6	-2	-2	-18	3
CC(C)CNC(=O)c1cccc(NC(=O)C(C)Oc2ccccc2)c1 (centres undefined)	1564	1.1	1	-14	-1	3	-10	-3	-10	0
COc1ccc(-c2coc3cc(O)ccc3c2=O)cc1OC	1340	1.1	0.9	-3	2	6	-6	-8	-14	-8
CC1(C)CC(=O)C=C(Nc2cc(-c3ccccc3)[nH]n2)C1	1435	1.1	1.1	10	-6	-6	-8	10	33	3
C=CCSc1nc2ccccc2c2nc(-c3ccccc3)nn12	1511	1	1	2	2	5	-1	-7	-3	2
CCCN(CCC)S(=O)(=O)c1ccc(C(=O)OCCN2C(=O)c3cccc4c(N5CCOCC5)ccc(c34)C2=O)cc1	1455	1	1	0	2	-2	0	0	-6	-5
COc1ccc(OC)c2[nH]c(=O)c(CCNC(=O)CC(C)C)cc12	1434	1	0.9	-13	-4	6	1	1	-1	-4
CCN(CC)CC(=O)N1N=C(c2cccs2)CC1c1ccco1 (centres undefined)	1397	1.1	1.2	-3	-10	-18	-8	0	-10	0
COC(=O)c1c(C(=O)OC)c(-c2cccc(C)c2)n2c1CS(=O)C2 (centres undefined)	1657	1	1.2	3	-7	-17	1	0	-7	2
COc1cc(/C=N/NC(=O)c2cccnc2)ccc1OS(=O)(=O)c1cc(C)ccc1C	1521	1	1	0	-5	-5	2	1	2	-6
COc1cc2c(cc1OC)-c1cc(NC3CCCCC3)nc(=O)n1CC2	1614	1	1	2	-3	-4	-4	-1	-2	3
COc1ccc(CNC(=O)c2c(O)c3ccccc3n(C)c2=O)cc1OC	1627	1	1	10	-3	0	4	13	-3	1
O=C(NCc1cccs1)c1ccc(N2CCCC2=O)cc1	1602	1	0.9	3	-4	11	1	9	-6	2
CN(C)S(=O)(=O)c1ccc2nc(NC(=O)c3cccs3)sc2c1	1613	1	0.9	1	-2	10	-2	-10	-9	-5
CCc1ccc2[nH]c(=O)c(CN(CCN(C)C)C(=O)Nc3ccccc3)cc2c1	1426	1	1.1	-4	4	-13	-4	0	-8	6
COc1ccc(N(CC(=O)NCC(C)C)S(=O)(=O)c2ccccc2)cc1	1622	1	1	2	-4	-1	-2	-1	-6	-4
Cc1nn(Cc2ccccc2)c2c1C(c1ccncc1)C(C#N)=C(N)O2 (centres undefined)	.	1	0.9	.	-2	15	1	.	-12	.
CN(C)C(=O)c1cn(-c2ccccc2)c(=O)c2ccccc12	1447	1.1	1	5	1	-1	-7	3	-13	2
